Screening data deposited in PubChem by National Center for Advancing Translational Sciences (NCATS).
L3MBTL1 inh: blocks human L3MBTL1; Q9Y468; 0.66% of 230,000 active; Potency, µM (doses to about 57.1 µM), without a hit: top-dose activity, negative = inhibition, usual class: inhibitors; AlphaScreen L3MBTL1–H3K9me1 peptide binding; note: % is set by controls: 0 for no effect and ±100 for the full control effect; nearly all actives have a fitted effect of over 60% in size
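Displacement of a biotinylated histone H3(1-15) peptide monomethylated at Lys9 (75 nM) from L3MBTL1 (50 nM) was measured by AlphaScreen after a 30 min room-temperature compound incubation; cefsulodin titration served as intraplate control.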
TR SRC2 fluor cs: alters Texas Red total fluorescence, flagging assay interference; TRb/SRC2 Texas Red total fluorescence interference; Potency, µM (titrated, usually from 106 µM), for inactives: at the highest dose fluorescence change, negative = quenching; 0.29% of 280,000 active; active = well fitted curve in either direction with a large enough effect; inconclusive = small, poorly fitted or top-dose-only effect; note: % is set by controls: 0 for no effect and ±100 for the full control effect
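Flags fluorescent or light-absorbing compounds by total fluorescence, S + 2P, at 555 nm excitation and 632 nm emission. Mixture: 20 nM Texas Red SRC2 peptide, 0.6 uM human TRb LBD, 1 uM T3, 5% DMSO; compound exposure 5 h at ambient temperature.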
HTT ATP protect: Huntington cell model cytoprotection by ATP luminescence | AID 1471 | Potency, µM (highest dose often 56.4 µM), for inactives: cytoprotection (ATP increase), hits mostly activators | 0.14% of 230,000 active | PC12 HTT-Q103 induced, cytoprotection, ATP luminescence, 40 h;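 note: % of control where 0% means no effect; nearly all actives have a fitted effect of over 45% in size; toxic huntingtin expression switched on by the ecdysone agonist tebufenozide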
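Rat PC12, Q103 Htt exon1-GFP fusion, ecdysone promoter; tebufenozide inducer 100 nM final; compound titration; qHTS, 1500 cells/well; ATPlite luminescent read.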
TRb SRC2 PPI: TRbeta-SRC2 interaction inhibition | TRbeta-SRC2 peptide binding, fluorescence polarization; receptor liganded with 1 µM T3 | 0.065% of 280,000 active | Potency, µM (titrated, usually from 106 µM), for the others: at the highest dose activity change, negative = inhibition, most hits filed as inhibitors | P10828;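 note: plate controls were bound peptide for no effect and peptide without receptor for full effect; nearly all actives have a fitted effect of over 50% in size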
Target sequence (P10828 whole entry, looked up): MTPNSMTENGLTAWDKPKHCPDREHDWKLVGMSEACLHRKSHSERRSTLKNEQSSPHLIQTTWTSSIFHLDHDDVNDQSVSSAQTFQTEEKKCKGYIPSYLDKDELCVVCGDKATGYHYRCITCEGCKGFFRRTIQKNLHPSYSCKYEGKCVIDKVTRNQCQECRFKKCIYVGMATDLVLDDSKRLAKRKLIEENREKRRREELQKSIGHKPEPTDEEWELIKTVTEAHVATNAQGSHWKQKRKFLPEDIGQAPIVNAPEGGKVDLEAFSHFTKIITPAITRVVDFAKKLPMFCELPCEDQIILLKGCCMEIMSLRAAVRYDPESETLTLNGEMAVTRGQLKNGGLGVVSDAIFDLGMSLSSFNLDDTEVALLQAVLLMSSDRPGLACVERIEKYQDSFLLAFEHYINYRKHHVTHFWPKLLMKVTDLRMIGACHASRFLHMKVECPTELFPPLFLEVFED
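Compounds were added to 0.6 uM TRb ligand-binding domain and 20 nM Texas Red-labeled SRC2 peptide in Tris buffer containing 1 uM T3, incubated 5 hr at ambient temperature, then read by fluorescence polarization.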
Tau fluor cs: counter-screen for tau fibril formation inhibitors | tau K18 P301L Alexa594 fluorescence, heparin fibrillization | Potency, µM (highest dose often 57.7 µM), inactives show top-dose activity change, negative = decrease | 0.93% of 280,000 active | AID 1463; note: % is set by controls: 0 for no effect and ±100 for the full control effect; nearly all actives have a fitted effect of over 55% in size
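Human K18 P301L tau (15 uM unlabeled plus 0.24 uM Alexa 594-labeled, final) in 100 mM sodium acetate pH 7 was mixed with compound and 20 uM heparin and incubated 6 hr at 37 C.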
RECQ1 helicase: RECQ1 (human) helicase inhibition; P46063; RECQ1 DNA unwinding, red fluorescence kinetic read; Potency, µM (top dose mostly 57.3 µM), for inactives: at the highest dose activity, negative = inhibition, hits mostly inhibitors; 0.54% of 240,000 active;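 note: plate controls were vehicle for no effect and no enzyme for full effect; nearly all actives have a fitted effect of over 30% in size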
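50 nM RECQ1T1 preincubated 15 min with compound in Tris pH 8.0 buffer with MgCl2, DTT, Tween-20 and 2.5 ug/ml poly(dI-dC); started with 200 nM TAMRA/BHQ-2 forked duplex and 2 mM ATP. Unwinding read as fluorescence (525/598 nm), two reads 2 h apart.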
Tau ThT inhib: inhibitors of human tau fibril formation, thioflavin T binding; P10636; recombinant tau K18 P301L, heparin-induced fibrillization, ThT fluorescence; Potency, µM (doses to about 57.4 µM), for inactives: at the highest dose activity, negative = inhibition, most hits filed as inhibitors; 2.1% of 270,000 active; AID 1460; note: % is set by controls: 0 for no effect and ±100 for the full control effect; nearly all actives have a fitted effect of over 55% in size
Target sequence (P10636 561-689 P618L limits assumed): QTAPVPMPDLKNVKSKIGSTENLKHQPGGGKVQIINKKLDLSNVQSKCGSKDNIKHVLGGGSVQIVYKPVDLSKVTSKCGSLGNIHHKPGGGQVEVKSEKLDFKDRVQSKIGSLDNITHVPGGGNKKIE
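ThT emission at 510 nm, taken 1 hr after adding 30 uM dye, quantifies aggregates formed when 20 uM heparin acts on human tau K18 P301L for 6 hr at 37 C.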
Tau fibril FP: tau fibrillization inhibition (FP). AID 1468. P10636. 0.39% of 280,000 active. K18 P301L tau heparin fibrillization, Alexa594 FP, 6 h. Potency, µM (doses to about 57.7 µM), inactives show top-dose activity, negative = inhibition, hits mostly inhibitors; note: % is set by controls: 0 for no effect and ±100 for the full control effect; nearly all actives have a fitted effect of over 55% in size
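Recombinant K18 P301L […], labeled with Alexa 594 at 0.24 uM over 15 uM unlabeled; heparin inducer 20 uM final; 37 C, 6 hr; FP endpoint.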
* marks the source's active call; other numbers are inactive results; i = inactive; ? = inconclusive; . = no result given; & = joins results of further samples; [ ] = remark or other dose. Unless noted, calls come from the whole dose curve; as a rule, active = well fitted curve in the direction sought with a large enough effect; inconclusive = small, poorly fitted or top-dose-only effect, or another doubt; inactive = no such curve, though single readings can be large; an effect the other way counts as inactive or inconclusive. Potency is the fitted concentration of half-maximal effect. The list is partial. The share of hits here may be higher or lower than overall.

SMILES | L3MBTL1 inh | TR SRC2 fluor cs | HTT ATP protect | TRb SRC2 PPI | Tau fluor cs | RECQ1 helicase | Tau ThT inhib | Tau fibril FP
CN(CCC#N)C(=S)Nc1ccc(S(=O)(=O)N2CCOCC2)cc1 | -0.4% | -7.9% | -24.2% | 2.4% | -2.3% | -5.5% | -0.6% | -0.2%
CCn1nnnc1SCC(=O)NC1CCCC1 | 0.3% | 0.8% | -8.8% | 5.1% | -9.8% | -12.1% | -1.2% | -4.9%
COc1ccccc1N1CCN(C(=O)c2cc(-c3ccccc3O)on2)CC1 | . | -7.7% | . | 5.2% | ? | . | -2.4% | -20.1%
CCc1ccc(CN(C)Cc2nc(Cc3ccccc3)no2)nc1 | -13.7% | -0.5% | -45.0%[inhibitor] | -0.5% | -10.5% | -4.3% | -18.6% | ?
Cc1ccc(C)c(N)c1 | -7.2% | -2.1% | 0.5% | 0.5% | . | -0.1% | . | .
Cc1ccc(S(=O)(=O)c2cn(CC(=O)Nc3cccc(C)c3)c3cc4c(cc3c2=O)OCO4)cc1 | . | -1.1% | . | -1.5% | -15.7% | . | 5.7% | ?
O=C(c1cccc([N+](=O)[O-])c1)N1CCN(c2ccc(Nc3ccccc3)nn2)CC1 | . | -1.5% | . | -6.6% | -25.3% | . | ? | 5.3%
CC(=O)c1c(C)[nH]c(C(=O)CSc2nnc(-c3ccco3)o2)c1C | . | -1.5% | -44.6%[inhibitor] | 8.2% | -25.7% | i | ? | ?
Cc1ccc2c(-c3ccc([N+](=O)[O-])cc3)cc(=O)[nH]c2c1 | 13.3% | -2.0% | -22.3%[10 µM] | 5.4% | -9.8% | 1.4% | -6.2% | 8.1%
CCOc1ccc(NCC2CCOC(C)(C)C2)cc1 (configuration not stated) | -8.1% | 0.9% | -11.7%[0.074 µM] | -11.2% | -15.9% | -3.2% | ? | -4.7%
CCCCN(C)CCNC(=O)c1cc2c(=O)n(C)c3ccccc3c2n1C | . | -2.4% | . | -3.8% | -5.3% | . | 5.9% | 0.2%
COC(=O)c1sccc1NC(=O)Cn1cnc2c1c(=O)n(C)c(=O)n2C | -6.7% | 0.3% | 28.6% | 4.1% | -2.0% | -1.7% | -7.3% | -1.0%
O=C(NCc1ccccc1)c1onc(CSc2ccccn2)c1C(=O)NCc1ccccc1 | . | 0.6% | 15.3%[10 µM] | 2.4% | -17.4% | -20.2% | 7.3% | -4.4%
COc1ccc(NC(=O)CCN2C(=O)C3C4C=CC(C4)C3C2=O)cc1 (configuration not stated) | 1.8% | 1.2% | -26.0% | 0.2% | 3.3% | i | 3.9% | -0.8%
COc1ccc(Nc2n[nH]c(N)c2C(N)=O)cc1 | . | -1.5% | -61.5%[inhibitor] | -6.5% | -7.3% | -3.4% | -9.3% | -8.0%

Next part; it opens with the 4 that closed the last part.
SMILES | L3MBTL1 inh | TR SRC2 fluor cs | HTT ATP protect | TRb SRC2 PPI | Tau fluor cs | RECQ1 helicase | Tau ThT inhib | Tau fibril FP
COC(=O)c1sccc1NC(=O)Cn1cnc2c1c(=O)n(C)c(=O)n2C | -6.7% | 0.3% | 28.6% | 4.1% | -2.0% | -1.7% | -7.3% | -1.0%
O=C(NCc1ccccc1)c1onc(CSc2ccccn2)c1C(=O)NCc1ccccc1 | . | 0.6% | 15.3%[10 µM] | 2.4% | -17.4% | -20.2% | 7.3% | -4.4%
COc1ccc(NC(=O)CCN2C(=O)C3C4C=CC(C4)C3C2=O)cc1 (configuration not stated) | 1.8% | 1.2% | -26.0% | 0.2% | 3.3% | i | 3.9% | -0.8%
COc1ccc(Nc2n[nH]c(N)c2C(N)=O)cc1 | . | -1.5% | -61.5%[inhibitor] | -6.5% | -7.3% | -3.4% | -9.3% | -8.0%
Cc1cccc(-c2noc(-c3ccccc3C(=O)NCc3ccco3)n2)c1 | -13.5% | 1.8% | -49.0%[inhibitor][10 µM] | -3.9% | -13.8% | -1.6% | ? | -15.0%
CCN(CC)c1ccc2cc(-c3nc(-c4cccs4)no3)c(=O)oc2c1 | . | -2.2% | . | -0.6% | -5.0% | . | ? | -5.8%
O=C(CNc1cccc2ccccc12)N/N=C/c1ccc([N+](=O)[O-])cc1 | 3.0% | 0.8% | 29.1%[10 µM] | -2.7% | ? | -4.7% | ? | 3.0%
C=CCc1ccc(OCC(O)CN2CCN(Cc3ccccc3)CC2)c(OC)c1 (configuration not stated) | -15.7% | -0.3% | -15.0% | -1.7% | 6.6% | i | -1.0% | 6.7%
CCN(CCCNC(=O)C1CCC(=O)N1Cc1ccc(F)cc1)c1cccc(C)c1 (configuration not stated) | -2.8% | 2.4% | -12.5% | 1.6% | -12.4% | -7.1% | -7.1% | 7.9%
COc1ccc(OC)c(CN2CCC(C(=O)N3CCOCC3)CC2)c1 | 1.0% | -0.5% | . | -6.5% | 9.7% | -4.5% | 5.4% | -0.2%
Cn1c(=O)n(C)c2cc([N+](=O)[O-])c(N3CCN(S(=O)(=O)c4ccc(C(C)(C)C)cc4)CC3)cc21 | -6.2% | -0.3% | 16.1%[10 µM] | 4.6% | -13.8% | -1.2% | ? | 12.2%
O=C(O/N=C1\CCCCC1c1ccc([N+](=O)[O-])cc1[N+](=O)[O-])c1c(F)cccc1F (configuration not stated) | ? | -3.4% | -10.3% | -4.9% | ? | 0.6% | 0.5% | 5.6%
C[n+]1ccc(/C=C/c2ccc3ccccc3c2)cc1 | . | -5.2% | -37.3% | -1.5% | -2.1% | 19.6% | ? | -1.4%
COc1ccc2c(C(F)(F)F)cc(=O)oc2c1C | -3.4% | -0.5% | -4.9%[0.074 µM] | -5.2% | -2.1% | -3.6% | -1.9% | -10.0%
C=CC[C@@H]1/C=C(\C)C[C@H](C)C[C@H](OC)[C@H]2O[C@@](O)(C(=O)C(=O)N3CCCC[C@H]3C(=O)O[C@H](/C(C)=C/[C@@H]3CC[C@@H](O)[C@H](OC)C3)[C@H](C)[C@@H](O)CC1=O)[C@H](C)C[C@@H]2OC | . | -0.4%&-3.3% | 4.3% | 5.5%&3.5% | . | -8.2%&-8.6% | . | .
Cc1c(CCO)sc[n+]1CC(=O)OC12CC3CC(CC(C3)C1)C2 | 9.8% | -1.1% | ? | 11.1% | -1.5% | -5.5% | 1.1% | 8.7%
Cc1ccc(-c2nc3ccccc3n3nnnc23)cc1 | 0.9% | -4.0% | -14.4%[10 µM] | -1.8% | -4.2% | 4.9% | -4.2% | -7.1%
CCOC(=O)C1=C(C)NC2=C(C(=O)c3ccccc32)C1c1cccc2ccccc12 (configuration not stated) | . | -3.3% | -3.6%[10 µM] | 2.6% | 14.1µM*[quencher] | 26.8% | ? | 12.9%
COc1cccc(C(=O)Nc2c(C(=O)N3CCN(c4ccc(F)cc4)CC3)oc3ccccc23)c1 | . | -23.5% | . | 8.6% | ? | . | ? | -6.0%
Cc1ccc(NC(=O)c2c(C)oc3nc(C)nc(N4CCCC4)c23)c(C)c1 | . | -2.6% | . | 0.4% | -8.1% | . | -1.9% | -5.6%
COc1ccccc1C(=O)NCCSc1c(C)[nH]c2ccccc12 | . | -1.2% | . | 3.0% | 15.8µM*[quencher] | . | ? | 2.5%
N#Cc1c(N)sc(=S)c2c1CCN(Cc1ccccc1)C2 | -14.9% | ? | 1.3%[10 µM] | ? | ? | 34.5%[activator] | 1.26µM* | ?
O=Cc1cccn1-c1c(C(=O)O)cnn1-c1ccccc1 | . | -2.3% | 15.7% | 10.6% | 2.9% | i | 2.0% | 2.5%
Cc1cc(NC(=O)CN2C(=O)NC3(CCCCC3C)C2=O)no1 (configuration not stated) | -11.6% | 3.1% | -18.1%[10 µM] | 8.5% | -17.6% | -4.2% | -13.7% | -8.8%
COc1cc(OC)cc(C(=O)Nc2ccc(-c3nc4ccccc4s3)cc2C)c1 | . | -14.4% | . | 6.5% | -5.4% | . | ? | -12.8%
CN(C(=O)Cn1nc(Cc2cccnc2)c2ccccc2c1=O)c1cccc(C(F)(F)F)c1 | . | -0.6% | . | -6.4% | -10.7% | . | -0.7% | -2.1%
COc1ccc(N2Cc3cccc(C(=O)Nc4ccc(Cl)cc4)c3C2=O)cc1 | . | -18.1% | . | 2.1% | ? | . | ? | ?
CCc1nc2nc(C)cc(Nc3ccc(OC)cc3)n2n1 | . | -0.1% | . | -6.4% | 2.1% | . | -2.2% | -2.0%
CCOC(=O)c1cnc(SCCc2ccccc2)nc1N | 18.9% | -0.5% | 1.6% | 5.3% | -22.5% | i | ? | -6.3%
COc1ccc(-c2oc3ncn4nc(-c5ccccc5C)nc4c3c2-c2ccc(OC)cc2)cc1 | . | ? | . | -15.4% | -11.7% | . | -12.3% | -4.3%
CCN(CCCNC(=O)c1cn(CC)c2ccc(S(=O)(=O)N(C)C)cc2c1=O)c1cccc(C)c1 | -4.8% | -3.6% | -47.5%[inhibitor] | -15.1% | ? | -0.4% | ? | 6.2%
Cc1csc(NC(=O)CSc2nnc(-c3ccccn3)n2-c2ccc(C)c(C)c2)n1 | -16.0% | -0.2% | -4.3% | -2.3% | -0.6% | -9.3% | -6.8% | -0.1%
COc1ccc(C(=O)NNC(=O)CSc2nnnn2C)cc1 | 6.1% | -0.2% | 21.0%[10 µM] | -6.8% | -4.7% | -5.1% | -7.0% | -1.8%
Cc1ccc(NC(=O)CSc2ccc(-c3cccs3)nn2)cc1Cl | . | -0.3% | . | -9.1% | -24.1% | . | -0.7% | ?
Cc1ccc(-c2nc3ccccc3[nH]2)cc1NC(=O)c1ccco1 | . | -2.9% | -15.8% | -20.1% | -5.8% | -2.6% | -1.1% | -9.4%
CCC(C)NC(=O)CCc1c(C)nc2cc(-c3ccc(OC)cc3OC)nn2c1C (configuration not stated) | . | -3.5% | . | -1.7% | -15.1% | . | -13.7% | -3.0%
